697 NFkB inh: inhibitors of PMA/ionomycin-induced NF-kB reporter, 697 cells, primary screen, B-cell NF-kB inhibitor project, cell-based, luminescence, uHTS; actives 0.33% (n = 330,000); inhibition, % at 4 µM; AID 435022, 2010; 697 B-cell NF-kB luciferase reporter, 16 h; in the data active means inhibition above about 35%
EBI2 block: EBI2 receptor antagonists, beta-arrestin recruitment, primary screen, cell-based, luminescence, 7a,25-OHC stimulation, uHTS | inhibition, % at 5 µM | 7a,25-OHC stimulated | G-protein coupled receptor 183 (Homo sapiens), P32249 | actives 0.81% (n = 360,000); in the data active means inhibition above about 38%;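 further: enzyme fragment complementation signal reports receptor beta-arrestin coupling in cells; 0% = agonist plus DMSO wells and 100% = wells without agonist; some results beyond the cut were filed as inactive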
Mdm2 MdmX PPI: inhibitors of human Mdm2-MdmX association, primary screen, cell-based, luminescence, split luciferase, SaOS-2, uHTS | Protein Mdm4 (Homo sapiens) + E3 ubiquitin-protein ligase Mdm2 (Homo sapiens), … | actives 3% (n = 330,000) | SaOS-2 split-luciferase Mdm2/MdmX complementation | AID 485346, 2010 | inhibition, % at 8 µM;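 active means inhibition of at least 50% at 8 µM in the primary screen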
CCR6 antag: CCR6 receptor antagonists, primary screen, cell-based, CHO-K1, luminescence, beta-arrestin, uHTS | C-C chemokine receptor type 6 (Homo sapiens), P51684 | CHO-K1 CCR6 PathHunter beta-arrestin, CCL20-stimulated | actives 0.49% (n = 340,000) | inhibition, % at 20 µM;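 active means compounds whose inhibition of the agonist-driven luminescence signal at 20 µM reaches about 50%, limit read from the data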;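 further: cells stimulated with CCL20 at 14 nM final; plate controls were DMSO with CCL20 for no effect and DMSO without agonist for full effect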
Target sequence (P51684 whole entry, looked up): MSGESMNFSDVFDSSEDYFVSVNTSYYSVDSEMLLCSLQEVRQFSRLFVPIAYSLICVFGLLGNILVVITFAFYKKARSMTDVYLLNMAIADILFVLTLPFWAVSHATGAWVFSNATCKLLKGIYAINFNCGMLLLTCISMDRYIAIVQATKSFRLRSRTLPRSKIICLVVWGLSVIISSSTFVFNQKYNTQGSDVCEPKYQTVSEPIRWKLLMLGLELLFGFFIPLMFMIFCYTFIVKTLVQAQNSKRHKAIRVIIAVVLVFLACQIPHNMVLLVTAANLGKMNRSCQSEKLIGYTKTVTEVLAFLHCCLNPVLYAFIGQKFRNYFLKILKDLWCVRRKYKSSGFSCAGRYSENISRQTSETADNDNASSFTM
Gli-Sufu antag: Gli-Sufu pathway antagonists, primary screen, luciferase luminescence, Sufu-KO-LIGHT cells, uHTS; AID 588413, 2011; actives 0.74% (n = 340,000); Sufu-KO-LIGHT fibroblasts, Gli luciferase reporter luminescence; inhibition, % at 5 µM;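 active means inhibition above about 55%, limit read from the data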;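 further: 0% = DMSO-treated cells and 100% = wells with medium but no cells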
Jurkat NFkB inh: inhibitors of induced NF-kB luciferase reporter, primary screen, TCR NF-kB activation inhibitor project, cell-based, luminescence, uHTS. Jurkat, PMA/ionomycin-induced NF-kB luciferase reporter. actives 0.53% (n = 330,000). inhibition, % at 4 µM; in the data active means inhibition above about 50%
CXCR6 block: CXCR6 receptor inhibitors, primary screen, cell-based, beta-arrestin, luminescence, CHO-K1 PathHunter, 1536-well. actives 0.36% (n = 360,000). inhibition, % at 20 µM. C-X-C chemokine receptor type 6 (Homo sapiens), O00574; in the data active means inhibition above about 34%, passing the limit was not always enough;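 further: antagonist mode with CXCL16 agonist at 10 nM final; 0% = 10 nM CXCL16 with DMSO and 100% = unstimulated wells without agonist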
Target sequence (O00574 whole entry, looked up): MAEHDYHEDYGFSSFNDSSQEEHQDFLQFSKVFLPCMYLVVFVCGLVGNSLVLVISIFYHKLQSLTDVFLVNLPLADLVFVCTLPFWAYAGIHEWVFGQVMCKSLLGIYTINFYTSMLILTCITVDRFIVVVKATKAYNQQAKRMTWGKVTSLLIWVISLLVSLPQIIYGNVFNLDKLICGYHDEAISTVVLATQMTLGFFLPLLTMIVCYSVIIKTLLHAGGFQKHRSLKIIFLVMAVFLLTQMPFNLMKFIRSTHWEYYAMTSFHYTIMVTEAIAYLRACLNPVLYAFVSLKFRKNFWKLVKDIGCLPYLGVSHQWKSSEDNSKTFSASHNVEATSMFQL
CHOP UPR activ: activators of apoptotic CHOP UPR arm, primary screen, cell-based, CHO-CHOP luciferase reporter, luminescence, uHTS; UPR activation; percent of tunicamycin response over DMSO baseline; activation, % at 10 µM; actives 0.34% (n = 330,000); AID 449763, 2010;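 active means at 10 µM dose, activation of 40% or more, normalized to positive control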;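 further: 100% = tunicamycin at 10 µg/mL and 0% = DMSO alone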
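System: CHO CHOP reporter cells. Amount: 500 cells per well. Buffer or medium: F12 medium, 10% FBS. Compound dosing: one dose, 10 µM in 0.5% DMSO. Incubation: 6 h compound exposure at 37 °C after overnight seeding. Technique: Steady-Glo luciferase luminescence. Benchmarks: tunicamycin and DMSO controls.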
XBP1 UPR activ: activators of adaptive XBP1 UPR arm, primary screen, cell-based, CHO-XBP1 luciferase reporter, luminescence, uHTS; IRE1-XBP1 UPR activation; percent of tunicamycin response, DMSO as zero; activation, % at 20 µM; actives 0.33% (n = 330,000); AID 463104, 2010;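 active means versus positive control, 20 µM dose yields 30% or more activation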;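 further: 100% = tunicamycin at 10 µg/mL and 0% = DMSO only wells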
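Assay system: CHO-XBP1 luciferase reporter cells; Schedule: 6 h treatment, 37 °C; Detection: glow luminescence from Steady-Glo reagent; Benchmarks: high control tunicamycin 10 µg/mL final, low control DMSO vehicle only.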
An asterisk follows results filed as active; . = not tested or not shown.

SMILES	697 NFkB inh	EBI2 block	Mdm2 MdmX PPI	CCR6 antag	Gli-Sufu antag	Jurkat NFkB inh	CXCR6 block	CHOP UPR activ	XBP1 UPR activ
CCn1c(SCC(=O)Nc2ccc(N(C)C)cc2)nnc1-c1ccco1	10	-2	25	-1	5	17	0	0.4	3
COc1ccccc1N1CCN(c2nc3ccccn3c(=O)c2C=O)CC1	-46	-8	18	12	5	-12	-12	3.3	4
CC(=O)N1CCN(c2ccc([N+](=O)[O-])cc2C#N)CC1	3	-7	-5	0	7	-3	0	-0.7	-2
CN1CCN(c2nc(-c3ccccc3)nc(-c3ccc(F)cc3)c2C#N)CC1	7	4	18	30	16	8	1	3.0	3
CC(CC(=O)N1CCN(c2ccccc2)CC1)S(=O)(=O)c1ccc2c(c1)NC(=O)CO2 (stereo unspecified)	-14	2	15	-4	-8	11	-17	-1.5	-3
CCN(CC)C(=O)/C=C/c1ccc(OC)c(S(=O)(=O)N2CCCCC2)c1	-3	-9	20	13	4	10	-2	-0.2	-1
COc1ccc(-c2cc(OC)c3c(C)oc(C)c3c(=O)c2)cc1OC	-42	8	2	6	10	-7	6	-1.3	-1
Cc1cccc(C)c1NC(=O)C1C2C=CC(C2)C1C(=O)O (stereo unspecified)	-7	-8	25	0	17	3	3	1.7	-2
COc1ccc(CNc2nccs2)cc1OC	1	-7	-5	8	4	-13	-3	-1.4	0
CCCCn1c(N)c(N(C)C(=O)C2CCCC2)c(=O)[nH]c1=O	10	6	1	1	-1	13	-4	2.3	2
COc1cccc(OCCNC(=O)c2ccc(C)cc2)c1	5	10	-10	10	-20	-4	-5	2.1	-4
Cc1[nH]nc2c1C(c1ccc(-c3ccccc3C#N)o1)C(C#N)=C(N)O2 (stereo unspecified)	13	-6	27	14	-3	5	2	7.8	-2
O=C1CC(N2CCN(C/C=C/c3ccccc3)CC2)C(=O)N1Cc1cccs1 (stereo unspecified)	0	8	13	14	3	-6	2	2.0	-3
COc1cc(S(=O)(=O)n2cnc3ccccc32)ccc1Br	13	-4	-5	6	2	-29	2	2.2	-3
COc1ccc(NC2=NCCC(=O)N2Cc2cccs2)cc1	-4	-4	27	18	1	-11	-1	0.7	3
Cc1cc(C)c(S(=O)(=O)N2CCOC2CNC(=O)C(=O)NCc2ccccn2)c(C)c1 (stereo unspecified)	-8	-8	4	16	-8	-4	7	-0.9	-5
COc1ccc2c([N+](=O)[O-])c(N3CCCC3)[nH]c2c1	5	-2	17	-26	-5	-9	-8	-2.4	-1
CCN(CC(=O)NCc1ccc(F)cc1)C(=O)/C=C/c1cccs1	14	16	1	5	-15	-28	3	1.3	-2
Cc1ccc(SCc2nnc(NC(=O)c3ccccc3)s2)cc1	0	-3	-25	3	-3	-16	3	-1.6	1
COCc1cc(C)nc(SCC(=O)Nc2cccc(C)c2)c1C#N	7	1	7	-7	-7	-41	-5	0.0	-2
Cc1ccc(NC(=O)CC2C(=O)OCC3CCCCN32)cc1Cl (stereo unspecified)	3	-1	10	1	-11	8	-3	-2.1	-1
O=C(CSc1nc(-c2ccccc2)cc(=O)[nH]1)Nc1ccccc1F	-56	-9	6	3	3	-33	0	-0.8	-4
Cc1cccc(NC(=O)N2CCCC2C(=O)NCc2ccccc2)c1 (stereo unspecified)	-20	-12	-14	7	-5	-6	-4	0.5	0
C/C(=N/Nc1ncc(Br)cn1)c1ccc(Br)cc1	-45	6	14	0	0	-33	2	0.5	10
O=C(Nc1ccc(F)cc1)C(Sc1nc2ccccc2[nH]1)c1ccccc1 (stereo unspecified)	-13	5	23	-8	-14	-33	-14	3.6	0
Nc1nnc(CC(=O)N/N=C\c2cc([N+](=O)[O-])ccc2O)s1	2	4	7	49	0	9	5	-1.1	-2
COc1ccc(C(C(=O)NC2CCCC2)N(C(=O)c2snc(-c3ccc(F)cc3)c2N)c2ccc(F)cc2)cc1 (stereo unspecified)	-16	-2	57*	-1	7	12	6	7.2	7
COc1ccc(S(=O)(=O)n2nc(OC(=O)c3ccncc3)cc2N)cc1	3	-1	2	4	-17	-10	-2	1.0	-1
COc1ccccc1C(=O)NC(=O)CSc1cccc[n+]1[O-]	13	2	5	4	1	5	0	1.8	0
CCOC(=O)C1CCN(C(=O)COC(=O)c2ccc3[nH]c4c(c3c2)CCCC4)CC1	7	12	11	3	-7	9	2	1.0	-2
COC(=O)C1=C(C(=O)OC)[C@@H]2N(C)c3ccccc3[C@@]23C[C@@H](CO)N(C(=O)NCCBr)C3=N1	18	-7	32	6	7	-17	-2	-2.1	-1
COc1cc(C(=O)Nc2ccc(NC(=O)c3cccc(Cl)c3)nc2)cc(OC)c1OC	23	-10	36	13	25	5	-12	2.8	7
CC(=O)c1c(CC(=O)O)[nH]n(-c2nc3ccccc3s2)c1=O	-40	-4	3	-14	-3	-11	12	0.4	-3
CC(C)(C)C(=O)Nc1sc2c(c1-c1nc3ccccc3[nH]1)CCCC2	16	1	4	12	-1	-10	5	1.3	1
CCC(OC(=O)C(NC(=O)c1ccccc1)c1ccccc1)C(=O)Nc1cc(C)on1 (stereo unspecified)	4	-12	6	-9	-4	11	3	-1.9	-7
O=C(COC(=O)c1cccc(Cl)c1)Nc1ccc2[nH]c(=O)[nH]c2c1	0	2	-9	6	-6	1	-1	-0.3	1
Cc1cc(NC(=O)NC(=O)c2ccccc2NC(=O)CN(C)C)ccc1Oc1ncc(Br)cn1	.	-11	.	3	3	.	-2	.	.
CCOC(=O)N1CCN(c2c(N3CCN(c4ccccc4OC)CC3)c(=O)c2=O)CC1	10	-4	4	-3	-12	-4	5	-0.6	-1
COCc1ccc(CN2CCC(n3nccc3NC(=O)CCOc3ccccc3)CC2)o1	-30	4	5	10	3	3	-8	-0.3	-7
COc1cc(/C=C/C=C2/CC/C(=C/C=C/c3ccc(O)c(OC)c3)C2=O)ccc1O	.	-7	.	42	-20	.	12	.	.
CCOc1cccc(N2C(=O)CC(NNC(=O)c3ccc(Br)o3)C2=O)c1 (stereo unspecified)	-25	2	-27	2	7	-31	-3	1.6	-2
CC(C)c1nnc(SCC(=O)N2CCN(C(=O)c3ccco3)CC2)n1N	9	-12	-6	3	-3	2	2	-2.7	-1
O=C1CC(c2ccc(Cl)cc2)CC(O)=C1C=NCCO (stereo unspecified)	6	-1	13	0	4	5	0	0.6	0
O=C(Nc1ccccc1C(=O)N1CCCCCC1)c1cccc([N+](=O)[O-])c1	1	-3	-15	12	-1	-2	4	1.3	-3
CCN(Cc1ccc2c(c1)OCCO2)C(=O)CN1C(=O)NC2(CCc3ccccc32)C1=O (stereo unspecified)	-5	-1	-13	-2	-1	5	-2	0.7	-3
CC(C)N(Cc1nc(-c2ccccc2)no1)C(=O)CSc1ccccc1	-19	6	-14	26	-11	-26	4	-1.4	2
CC1CC(C)CN(CC(=O)NNC(=O)COc2ccc(Cl)cc2)C1 (stereo unspecified)	5	34	-22	2	-4	5	-1	0.6	2
Cc1ccsc1C(=O)NNC(=O)C1CC=CCC1C(=O)O (stereo unspecified)	5	-17	13	10	3	-18	1	1.8	-2
Cc1ccc2cc(/C=N/NC(=O)c3ccccc3[N+](=O)[O-])c(Cl)nc2c1	11	2	0	4	3	-17	5	1.1	8
CC(C)(C)OC(=O)C[C@@H]1C/C=C\C[C@@H](CC(=O)N(CCO)Cc2ccccc2)C(=O)N2CCC[C@H]2COC1=O	5	-9	2	-6	2	-8	-6	-1.3	0
COc1ccc(NC(=O)[C@@H]2CC=C[C@@H]3CCN(Cc4ccccc4)C(=O)[C@@H]32)cc1	5	3	9	6	-2	-4	1	-1.9	5
Cc1ccc(NC(=O)c2sc3ncn(CC(=O)N4CCN(c5ccccn5)CC4)c(=O)c3c2C)cc1Cl	-2	5	16	18	21	8	-5	-1.7	-4

By substructure, the entries above with an aryl thioether with sulfur outside any ring
SMILES	697 NFkB inh	EBI2 block	Mdm2 MdmX PPI	CCR6 antag	Gli-Sufu antag	Jurkat NFkB inh	CXCR6 block	CHOP UPR activ	XBP1 UPR activ
CCn1c(SCC(=O)Nc2ccc(N(C)C)cc2)nnc1-c1ccco1	10	-2	25	-1	5	17	0	0.4	3
Cc1ccc(SCc2nnc(NC(=O)c3ccccc3)s2)cc1	0	-3	-25	3	-3	-16	3	-1.6	1
COCc1cc(C)nc(SCC(=O)Nc2cccc(C)c2)c1C#N	7	1	7	-7	-7	-41	-5	0.0	-2
O=C(CSc1nc(-c2ccccc2)cc(=O)[nH]1)Nc1ccccc1F	-56	-9	6	3	3	-33	0	-0.8	-4
O=C(Nc1ccc(F)cc1)C(Sc1nc2ccccc2[nH]1)c1ccccc1 (stereo unspecified)	-13	5	23	-8	-14	-33	-14	3.6	0
COc1ccccc1C(=O)NC(=O)CSc1cccc[n+]1[O-]	13	2	5	4	1	5	0	1.8	0
CC(C)c1nnc(SCC(=O)N2CCN(C(=O)c3ccco3)CC2)n1N	9	-12	-6	3	-3	2	2	-2.7	-1
CC(C)N(Cc1nc(-c2ccccc2)no1)C(=O)CSc1ccccc1	-19	6	-14	26	-11	-26	4	-1.4	2

Screening results as filed in PubChem BioAssay.
